FBW7 activator: human FBW7 E3 ligase activation, primary screen. Q969H0. 0.13% of 650,000 active. AlphaScreen FBW7–phospho-cyclin E peptide binding, activator screen. normalized activity (activation), % at 26.1 µM; in the data active means normalized activity above about 1.9%;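 further: purified mutant Fbw7 with reduced substrate affinity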
GPR151 activ: activates the human receptor GPR151; activation, % at 11.2 µM; PathHunter beta-arrestin GPR151 cells, luminescence; 1% of 650,000 active; Q8TDV0; AID 1508602; in the data active means activation above about 4.9%;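 further: 0% = median of compound wells and 100% = cells with positive control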
Target sequence (Q8TDV0 whole entry, looked up): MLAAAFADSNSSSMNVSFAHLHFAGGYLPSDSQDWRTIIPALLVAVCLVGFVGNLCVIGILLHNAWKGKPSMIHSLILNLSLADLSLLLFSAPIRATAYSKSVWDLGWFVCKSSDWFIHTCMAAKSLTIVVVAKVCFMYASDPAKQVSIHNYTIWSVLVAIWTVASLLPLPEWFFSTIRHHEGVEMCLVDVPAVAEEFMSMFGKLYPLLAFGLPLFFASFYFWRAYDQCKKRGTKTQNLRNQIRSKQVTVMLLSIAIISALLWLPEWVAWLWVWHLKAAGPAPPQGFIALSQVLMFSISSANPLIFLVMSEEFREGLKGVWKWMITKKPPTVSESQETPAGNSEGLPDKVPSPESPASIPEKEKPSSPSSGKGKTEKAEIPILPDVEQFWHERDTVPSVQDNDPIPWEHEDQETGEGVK
TEAD-YAP inh: TEAD-YAP interaction inhibition | HEK-TIYL cells, TEAD-Gal4/YAP UAS-luciferase luminescence | inhibition, % at 9.12 µM | 1.4% of 640,000 active | AID 1259422; in the data active means inhibition above about 32%;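 further: 0% = median of test compound wells and 100% = reference inhibitor wells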
MITF primary: blocks human microphthalmia-associated transcription factor; inhibition, % at 2.6 µM; O75030; AlphaScreen MITF homodimerization, bead proximity signal; 0.91% of 650,000 active; in the data active means inhibition above about 50%;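 further: 0% = vehicle wells with protein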
Target sequence (O75030 whole entry, looked up): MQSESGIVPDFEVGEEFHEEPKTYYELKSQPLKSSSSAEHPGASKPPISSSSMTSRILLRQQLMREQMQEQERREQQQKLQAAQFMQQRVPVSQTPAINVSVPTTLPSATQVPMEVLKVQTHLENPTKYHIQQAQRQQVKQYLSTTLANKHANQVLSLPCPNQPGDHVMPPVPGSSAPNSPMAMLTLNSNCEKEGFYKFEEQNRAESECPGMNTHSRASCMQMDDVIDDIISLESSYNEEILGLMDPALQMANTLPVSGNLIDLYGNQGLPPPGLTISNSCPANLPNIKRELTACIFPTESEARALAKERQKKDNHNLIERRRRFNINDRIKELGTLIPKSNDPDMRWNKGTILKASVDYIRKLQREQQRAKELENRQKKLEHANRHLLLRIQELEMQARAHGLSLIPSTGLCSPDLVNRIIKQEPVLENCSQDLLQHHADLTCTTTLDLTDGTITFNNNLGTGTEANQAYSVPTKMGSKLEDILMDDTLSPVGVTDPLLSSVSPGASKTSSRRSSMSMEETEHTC
* marks the source's active call; other numbers are inactive results; . = not tested or not shown.

mol | TEAD-YAP inh | GPR151 activ | MITF primary | FBW7 activator
O=C(Oc1ccc([N+](=O)[O-])cc1)c1cncc(Br)c1 | 7 | 0.5 | 4 | 0.4
COc1cccc(C(=O)Nc2ccccc2CO)c1 | -35 | -7.6 | 22 | 0.7
Nc1nc(Cl)nc(Nc2cccc(Cl)c2)c1[N+](=O)[O-] | 1 | 0.0 | 14 | -0.1
O=C1COc2cc(S(=O)(=O)CCC(=O)N3CCOCC3)c(Cl)cc2N1 | -9 | 0.5 | 6 | -0.2
COc1ccc(C2=NN(C(C)=O)C(c3cc4cc(C)ccc4nc3Cl)C2)cc1OC (stereo not drawn) | 8 | -0.4 | 3 | 0.2
COc1cc(Cl)c(C)cc1NC(=O)CCc1c(C)nc2nc(CN)nn2c1C | -5 | 1.9 | 5 | -0.2
Cc1cc(S(=O)(=O)Nc2ccccc2C(=O)O)ccc1F | 9 | -0.6 | 7 | -0.1
COc1ccc(Nc2ncc(-c3ccsc3)n3ccnc23)cc1 | 2 | -1.8 | 0 | -0.5
CCOc1ccc(CCNC(=O)CCN2N=C(c3ccccc3)CCC2=O)cc1OCC | -15 | 3.8 | 3 | 0.2
Fc1ccc(-c2ccc(/C=N\n3cnnc3)o2)c(F)c1 | 2 | 1.6 | 2 | 0.1
Cc1c(Cl)cccc1N1C(N)=C(C#N)C(c2ccccc2)C2=C1CCCC2=O (stereo not drawn) | -14 | 1.4 | 3 | -0.3
CCOC(=O)C1CCCN(C(=S)Nc2ccc(OC)cc2)C1 (stereo not drawn) | 16 | 0.2 | 11 | 0.5
Cc1cccc(N(O)C(=O)Nc2ccccc2Cl)c1 | 4 | -0.6 | 6 | 0.2
CC1CC(C)CN(S(=O)(=O)c2ccc(C(=O)Nc3nc(-c4cc5ccccc5oc4=O)cs3)cc2)C1 (stereo not drawn) | -12 | -0.8 | 14 | 0.1
CC(C)NC(=O)COc1ccc(Br)cc1CO | 1 | 1.2 | -4 | -0.2
CC(C)CNC(=O)c1ccccc1NC(=O)c1ccccc1I | 3 | 0.3 | 13 | -0.2
O=C(CSc1nc2ccccc2c(=O)[nH]1)Nc1ccc2c(c1)OCO2 | 3 | -0.3 | 18 | 0.7
CCN(CC)CC/C=C/C1(O)c2ccccc2-c2ccccc21 | 3 | 0.4 | 3 | 0.1
O=C(NN=C/C=C/c1ccccc1)c1ccncc1 | -5 | -0.4 | 11 | -0.1
CCCCNC(=O)C1Sc2nnc(-c3ccccc3)n2NC1c1ccc(OC)cc1 (stereo not drawn) | 4 | -0.3 | -4 | -0.1
C=CCn1c(=N)n(CC(=O)OCC)c2ccccc21 | 6 | -0.7 | 6 | 0.0
CCOC(=O)c1ccc(NS(=O)(=O)c2cccc(C(=O)OC)c2)cc1 | -5 | -1.1 | -2 | -0.3
CCCCc1cc(=O)oc2cc(O)cc(O)c12 | -2 | -1.8 | 17 | 0.8
O=C(Nc1ccc2c(c1)OCO2)c1cc2c(=O)oc3ccccc3c2s1 | 1 | -0.8 | 6 | -0.1
CN1C(=O)CC(CC(=O)N2CCN(c3ccccc3F)CC2)(c2cccc(F)c2)C1=O (stereo not drawn) | -64 | 1.6 | 0 | 0.2
Cc1ccc(NCC(=O)N/N=C/c2ccc(O)c(I)c2)cc1 | -16 | 1.3 | 0 | 0.0
O=C(c1ccc2c3c(cccc13)CC2)C1CCCN(C(=O)c2cn[nH]c2)C1 (stereo not drawn) | -7 | -0.4 | 8 | -0.1
CCCCC(=O)N1c2ccccc2NC2=C(C(=O)CC(C)(C)C2)C1c1ccc(-c2ccc([N+](=O)[O-])cc2)o1 (stereo not drawn) | 5 | 1.5 | 3 | 0.0
CCOc1ccc(N(CC(=O)NC2CCCCC2)S(=O)(=O)c2ccc(F)cc2)cc1 | -4 | -0.3 | 7 | 0.2
CC1CC(C)CN(C(=O)c2ccc3c(c2)OCO3)C1 (stereo not drawn) | 8 | 1.7 | -3 | 0.1
COC(=O)C1=CN(Cc2ccc(Cl)cc2)C=C(C(=O)OC)C1c1ccc(OC)c(OC)c1 | 9 | -1.6 | -1 | 1.0
COc1cccc(CNC(=O)CCSCc2ccccc2F)c1 | -3 | 1.8 | 13 | 0.0
O=c1c2ccccc2[nH]c(=S)n1Cc1ccco1 | 8 | 1.4 | 11 | -0.1
Cc1cccc(NC(=O)CSc2nc(-c3ccco3)nc3c2c(=O)n(C)c(=O)n3C)c1 | 6 | -1.1 | -11 | 0.0
COc1ccc(CC(=O)N2CC[C@@H](c3ccc(OC)cc3)[C@H](O)C2)cc1 | 2 | -0.1 | -13 | 0.1
C=C(C)COc1ccc2c3c(c(=O)oc2c1OCC(=C)C)CCC3 | 1 | 3.3 | 1 | -0.1
CCOC(=O)c1ccc(CSc2nncn2N)o1 | -12 | -0.9 | 2 | 0.1
COc1ccc(C)cc1NC(=O)Cc1noc2ccccc12 | -8 | -1.0 | 2 | 0.1
CCOC(=O)c1ccc(NC(=O)C2=C(C)Nc3ncnn3C2c2ccccc2F)cc1 (stereo not drawn) | 8 | -1.9 | 2 | -0.1
CCOC(=O)CNC(=O)c1sc2ncn(CC(=O)Nc3ccccc3OC)c(=O)c2c1C | 1 | 4.4 | 3 | 0.0
CCN(CC)CCn1c(NCc2ccco2)nc2ccccc21 | 3 | -1.6 | 3 | 0.7
CC(=O)N1N=C(c2ccc(Br)cc2)OC1c1cccnc1 (stereo not drawn) | 2 | 0.6 | 11 | 0.0
COC(=O)Nc1cc(Cl)ccc1OC | 3 | 0.4 | -5 | 0.0
Cc1ccccc1-c1nc(C#N)c(NC2CC2)o1 | -7 | -0.4 | 14 | -0.1
COc1ccc(Cl)cc1Nc1nc(-c2ccccc2F)nc2ccccc12 | 2 | 3.3 | 10 | 0.0
COc1ccccc1CNc1nc(-c2ccccc2F)nc2ccccc12 | 3 | 0.7 | -5 | 0.0
Nc1c(C(=O)NCCNC(=O)c2nnn(-c3ccc(Cl)cc3Cl)c2N)nnn1-c1ccc(Cl)cc1Cl | 3 | 0.7 | 7 | 0.1
COc1ccc(OCC2c3cc(OC)c(OC)cc3CCN2C(=O)C(C)Oc2ccccc2)cc1 (stereo not drawn) | 0 | 0.4 | -2 | -0.1
CCN(CC)CCC(=O)OC1CCCCC1S(=O)(=O)Cc1ccccc1 (stereo not drawn) | -6 | 0.3 | -3 | 0.1
N#Cc1c(CN2CCCCC2)cn2ccccc12 | 9 | 2.1 | 2 | 0.0

Given with two lines to a compound: entries from further up.
Every second line gives: TEAD-YAP inh, GPR151 activ, MITF primary, FBW7 activator
> CCN(CC)CCC(=O)OC1CCCCC1S(=O)(=O)Cc1ccccc1 (stereo not drawn)
  -6, 0.3, -3, 0.1
> COc1ccc(Cl)cc1Nc1nc(-c2ccccc2F)nc2ccccc12
  2, 3.3, 10, 0.0
> CC(=O)N1N=C(c2ccc(Br)cc2)OC1c1cccnc1 (stereo not drawn)
  2, 0.6, 11, 0.0
> COC(=O)Nc1cc(Cl)ccc1OC
  3, 0.4, -5, 0.0
> N#Cc1c(CN2CCCCC2)cn2ccccc12
  9, 2.1, 2, 0.0
> Nc1c(C(=O)NCCNC(=O)c2nnn(-c3ccc(Cl)cc3Cl)c2N)nnn1-c1ccc(Cl)cc1Cl
  3, 0.7, 7, 0.1

The results go on:
mol | TEAD-YAP inh | GPR151 activ | MITF primary | FBW7 activator
CC(=O)Nc1ccnn1C1CCN(Cc2cccc(Oc3ccccc3)c2)CC1 | -5 | 0.3 | -17 | -0.1
O=C(COc1ccc(Cl)cc1)N1CCc2ccccc21 | -71 | -0.5 | -5 | 0.2
COc1ccc(C(=O)Nn2c(SCc3cccc([N+](=O)[O-])c3)nc3ccccc3c2=O)cc1 | 72* | 0.3 | 1 | -0.1
CC(C)(C)NC(=O)C(=O)Nc1ccc(Br)cc1 | 2 | -0.1 | 1 | 0.0
c1ccc(-c2ncc(CSc3nnnn3-c3ccccc3)s2)cc1 | 0 | 0.4 | 6 | 0.1
CCOc1ccc(CNCc2c(C(=O)O)c(C)n(Cc3ccccc3F)c2C)cc1OC | -2 | 0.6 | 3 | -0.1
O=C(OCc1csc(-c2ccccc2)n1)c1ccc2c(c1)OCCO2 | -13 | 1.8 | -1 | 0.0
NC(=NCCc1c[nH]c2ccccc12)NS(=O)(=O)c1ccccc1F | -7 | -0.6 | 3 | 0.1
Cc1ccc(NC(=O)c2ccccc2C(=O)O)cc1C | -7 | 1.9 | 0 | 0.0
COCCCNC(=O)c1ccc2c(=O)n(CCC3=CCCCC3)c(=S)[nH]c2c1 | -6 | -1.6 | -10 | 0.2
Cc1nc(NC(=O)c2ccc(Br)o2)sc1C(=O)N(C)C | -64 | 1.9 | -16 | 0.0
CC(C(=O)O)n1c(C(=O)O)c(C=O)c2ccccc21 (stereo not drawn) | 3 | 0.3 | 5 | 0.0
CCOC(=O)c1ccccc1NC(=O)Nc1ccc(F)cc1 | -1 | 7.5* | -5 | 0.1
COc1cc(/C=C/C(=O)OCC(=O)Nc2c(C#N)oc3ccccc23)cc(OC)c1OC | -11 | -0.3 | -12 | 0.0
Cc1nc2c(c(=O)[nH]1)CCN(C(=O)c1oc3ccccc3c1C)C2 | 5 | 0.0 | 5 | 0.0
COc1cc(C2C3=C(CC(C)(C)CC3=O)Nc3ccccc3N2C(C)=O)cc(OC)c1OC (stereo not drawn) | 3 | -0.5 | 18 | 0.0
COc1ccc(Cl)cc1NC(=O)c1cc(-c2ccc(OC)c(OC)c2)on1 | 4 | 1.2 | 9 | -0.1
CN1CCN(c2ccc(-c3nc(NCc4cccnc4)c4ncn(Cc5ccc(C(F)(F)F)cc5)c4n3)cc2)CC1 | 5 | -0.9 | 12 | 0.1
CN(CC1OCCO1)C(=O)c1cnc2scc(C(C)(C)C)n2c1=O | -5 | -0.8 | 11 | 0.0
Cc1ccc(NC2OC(CO)C(OC3OC(CO)C(O)C(O)C3O)C(O)C2O)cc1C (stereo not drawn) | 4 | 0.3 | 14 | 0.1
COc1ccc(CCN2C(=O)CN(C3CCCCCC3)C(=O)C2c2ccc(C)cc2)cc1OC (stereo not drawn) | 8 | 0.2 | 2 | 0.0
Cc1nn(Cc2ccc(F)cc2)c(C)c1NC(=O)Cn1nc([N+](=O)[O-])c(Cl)c1C | -4 | -1.4 | -1 | -0.2
NC(=O)CSc1nnc(-c2ccccc2)n1-c1ccccc1 | 12 | -0.3 | 12 | 0.1
O=S(=O)(c1ccccc1)c1cnc2ccccc2c1N1CCCC1 | -9 | -0.1 | 14 | 0.1
CC1(C)OC(=O)C(=CNC(Cc2c[nH]c3ccccc23)C(=O)O)C(=O)O1 (stereo not drawn) | -1 | 0.2 | 3 | 0.0
O=C(NCc1cccs1)Nc1cccc(Cl)c1 | -49 | 2.3 | 6 | 0.2
CN(C)CC(C)(C)CNC(=S)NCc1ccc2c(c1)OCO2 | 9 | 1.2 | 54* | -0.3
Cc1cccc(N(CC(=O)N2CCCCC2)S(C)(=O)=O)c1C | 7 | 0.3 | 2 | -0.2
C=CCNC(=O)C(=O)NCCCO | 4 | -0.9 | 17 | 0.2
CCC1=NN(C(=O)c2ccc(OC)cc2)C(O)(c2ccc(OC)cc2)C1 (stereo not drawn) | -19 | 0.3 | -1 | 0.1

Arranged by formula weight (lowest first): some entries from above
mol | TEAD-YAP inh | GPR151 activ | MITF primary | FBW7 activator
C=CCNC(=O)C(=O)NCCCO | 4 | -0.9 | 17 | 0.2
O=C(NCc1cccs1)Nc1cccc(Cl)c1 | -49 | 2.3 | 6 | 0.2
Cc1nn(Cc2ccc(F)cc2)c(C)c1NC(=O)Cn1nc([N+](=O)[O-])c(Cl)c1C | -4 | -1.4 | -1 | -0.2

(continued)
mol | TEAD-YAP inh | GPR151 activ | MITF primary | FBW7 activator
COCC1CCCCN1C(=O)CCc1nnc(Cc2cc(OC)ccc2OC)o1 (stereo not drawn) | -29 | 1.7 | 4 | 0.1
Cc1c(C(=O)NCc2ccccc2)oc2c1C(=O)CCC2 | -1 | -0.9 | 0 | -0.1
CCN1C(=O)N[C@@H](c2ccco2)C(C(C)=O)=C1C | . | 0.8 | 11 | 0.0
CN1CC(=O)N2CCN(C(=O)Oc3cccc4ccccc34)C[C@@H]2C1=O | 2 | -0.5 | -18 | -0.1
CCOc1ccc(C2C(C#N)=C(N)Oc3n[nH]c(C)c32)cc1 (stereo not drawn) | -7 | 0.7 | 1 | -0.1
COc1ccccc1NC(=O)C1C(=O)CNC23CCCCC2C1c1ccccc1O3 (stereo not drawn) | -5 | 0.7 | 10 | -0.1
CN(C)c1ccc(NC(=O)CSc2nnc(NC(=O)c3cccs3)s2)cc1 | -7 | -1.2 | 2 | 0.1
O=C(COC(=O)c1ccccc1F)NC1CCCC1 | 17 | 3.3 | 1 | -0.4
Cc1ccc2nc(SCC(=O)Nc3ccc(OC(F)(F)F)cc3)[nH]c2c1 | -7 | 1.4 | -17 | 0.0
COc1ccc(CNC(=O)C(C)Oc2ccc(OC)cc2)cc1 (stereo not drawn) | -4 | -0.2 | -17 | -0.2
COC(=O)C1=C(N)N(c2ccc(S(N)(=O)=O)cc2)C2=C(C(=O)CC(C)(C)C2)C1c1ccc(OC)c(OC)c1 (stereo not drawn) | 0 | 2.4 | -2 | 0.1
